SENP8 inh: SENP8 protease inhibitors, primary screen, biochemical, luminescence | Sentrin-specific protease 8 (Homo sapiens), Q96LD8 | purified SENP8, Z-RLRGG-aminoluciferin cleavage | inhibition, % at 10 µM | 330,000 tested, 1.2% active
Target sequence (Q96LD8 whole entry, looked up): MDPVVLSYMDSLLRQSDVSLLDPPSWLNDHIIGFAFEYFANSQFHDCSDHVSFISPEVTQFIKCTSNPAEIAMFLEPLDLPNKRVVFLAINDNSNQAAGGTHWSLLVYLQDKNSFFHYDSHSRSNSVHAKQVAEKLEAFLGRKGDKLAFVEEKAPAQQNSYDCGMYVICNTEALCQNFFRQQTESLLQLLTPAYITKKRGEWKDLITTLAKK
Jurkat NFkB inh: inhibitors of induced NF-kB luciferase reporter, primary screen, TCR NF-kB activation inhibitor project, cell-based, luminescence, uHTS; Jurkat, PMA/ionomycin-induced NF-kB luciferase reporter; inhibition, % at 4 µM; 330,000 tested, 0.53% active; AID 435003, 2010
Apaf1 inhib: inhibitors of human Apaf-1 apoptosome, primary screen, biochemical, DEVD-Rh110 fluorescence, uHTS | reconstituted apoptosome caspase-3 activity | inhibition, % at 20 µM | 330,000 tested, 0.71% active; active = inhibition of at least 40% at 20 µM;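 note: plate controls were DMSO wells for no effect and DEVD-CHO caspase inhibitor wells for full effect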
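Material: reconstituted apoptosome with Apaf-1, cytochrome c, caspase-9, procaspase-3, dATP; medium: pH 7.5 Hepes buffer with CHAPS, BSA, DTT; also added: cytochrome c and DEVD-Rh110 substrate; timing: 30 min plus 50 min, RT; signal: Rh110 fluorescence intensity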
Gli-Sufu block: Gli-Sufu pathway antagonists, primary screen, luciferase luminescence, Sufu-KO-LIGHT cells, uHTS; 340,000 tested, 0.74% active; AID 588413, 2011; Sufu-KO-LIGHT fibroblasts, Gli luciferase reporter luminescence; inhibition, % at 5 µM;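 active = inhibition above about 55%, limit read from the data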;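 note: 0% = DMSO-treated cells and 100% = wells with medium but no cells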
697 NFkB inh: inhibitors of PMA/ionomycin-induced NF-kB reporter, 697 cells, primary screen, B-cell NF-kB inhibitor project, cell-based, luminescence, uHTS | 697 B-cell NF-kB luciferase reporter, 16 h | 330,000 tested, 0.33% active | AID 435022, 2010 | inhibition, % at 4 µM; in the data active = inhibition above about 35%
UBC13 inh: UBC13 polyubiquitin chain formation inhibitors, primary screen, biochemical, TR-FRET, uHTS. inhibition, % at 20 µM. 330,000 tested, 0.47% active. AID 485273, 2010; in the data active = inhibition above about 45%, passing the limit was not always enough
Target sequence (P61088 whole entry, looked up): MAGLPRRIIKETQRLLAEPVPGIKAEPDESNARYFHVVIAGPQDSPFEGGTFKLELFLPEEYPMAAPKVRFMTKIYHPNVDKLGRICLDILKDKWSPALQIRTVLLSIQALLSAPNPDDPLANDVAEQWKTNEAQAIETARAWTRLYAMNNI
SENP7 block: SENP7 protease inhibitors, primary screen, biochemical, luminescence, uHTS | Sentrin-specific protease 7 (Homo sapiens), Q9BQF6 | recombinant SENP7, Z-RLRGG-aminoluciferin luminescence, 40 min | inhibition, % at 5 µM | 330,000 tested, 1.5% active | AID 434973, 2010;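 active = inhibition above about 50% at the single test dose, limit read from the data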;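 note: plate controls were DMSO with enzyme for no effect and no enzyme buffer wells for full effect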
Target sequence (Q9BQF6 706-1050 limits assumed): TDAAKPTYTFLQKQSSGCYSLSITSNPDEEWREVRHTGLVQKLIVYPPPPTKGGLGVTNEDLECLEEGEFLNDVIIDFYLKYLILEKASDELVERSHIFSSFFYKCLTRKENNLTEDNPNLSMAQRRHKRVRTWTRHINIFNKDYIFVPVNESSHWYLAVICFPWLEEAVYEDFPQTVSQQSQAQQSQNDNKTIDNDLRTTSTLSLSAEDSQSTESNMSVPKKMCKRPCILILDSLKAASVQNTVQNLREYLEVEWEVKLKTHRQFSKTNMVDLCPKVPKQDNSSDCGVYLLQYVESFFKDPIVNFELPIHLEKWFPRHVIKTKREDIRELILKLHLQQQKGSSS
HKDC1 inhibitor: HKDC1 hexokinase inhibitors, primary screen, biochemical, fluorescence, uHTS | Q2TB90 | recombinant HKDC1, G6PDH/diaphorase resazurin coupled fluorescence | inhibition, % at 20 µM | 340,000 tested, 0.16% active | AID 493160, 2011;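 active = inhibition above about 35% when tested at 20 µM, limit read from the data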;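 note: plate controls were DMSO wells with enzyme for no effect and DMSO wells lacking enzyme for full effect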
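Test system: Recombinant HKDC1 (HK5) hexokinase enzyme, produced in-house | Input: HKDC1 at 5 µg/mL | Buffer or medium: Tris pH 8.0 buffer with MgCl2, Tween-20, BSA, BME | Schedule: 90 min reaction incubation at room temperature, dark | Technique: Resazurin-to-resorufin fluorescence via G6PDH and diaphorase coupling, 525/613 nm | Controls: DMSO wells with and without enzyme mix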
* = called active by the depositor. Cut-off read from the data, not from the text of the source, unless noted: active = inhibition above about 50%; inactive = the rest.

SMILES | SENP8 inh | Jurkat NFkB inh | Apaf1 inhib | Gli-Sufu block | 697 NFkB inh | UBC13 inh | SENP7 block | HKDC1 inhibitor
COc1ccc(NC(=O)CN(C)CC(=O)Nc2ccccc2SC)cc1 | -0.8 | 1.5 | 1.0 | -9.7 | 6.0 | 8.1 | 1.6 | -7.7
CCOc1ccccc1OCC(=O)OCC(=O)NNC(=O)c1ccc([N+](=O)[O-])cc1 | 3.8 | 9.8 | 10.5 | -7.3 | 30.3 | 8.1 | -4.7 | -3.9
COc1ccc(CN(CCC(c2ccco2)C(C)C)C(C)=O)cc1OC (configuration not stated) | -1.9 | -0.8 | 6.0 | 2.2 | -14.1 | -3.7 | 8.5 | 3.4
O=C1CCCN1c1ccc(S(=O)(=O)N2CCCCC2)cc1[N+](=O)[O-] | 14.4 | 1.2 | -0.9 | 0.9 | 15.4 | -8.7 | 10.0 | 1.8
CCN1C(=O)/C(=C/c2ccc(C)s2)SC1=Nc1ccc(OC)cc1 | -6.6 | 10.0 | 14.2 | -6.7 | 8.3 | -7.7 | -9.4 | -2.0
COC(=O)N1[C@H](C)C=C[C@]1(Cc1ccccc1)C(=O)NCCCNc1ncc(C(F)(F)F)cc1Cl | -8.5 | -22.5 | 36.0 | 5.5 | 4.4 | 20.4 | -11.0 | -0.3
O=C(CCCO)NNc1c2ccccc2nc2ccccc12 | -1.1 | 5.4 | -11.5 | 2.5 | 0.8 | -8.9 | 7.3 | -0.1
COc1ccc(/C=C/C(=O)Nc2cc(C(F)(F)F)ccc2Cl)cc1OC | -8.4 | -10.3 | 7.1 | 21.5 | -6.2 | -10.3 | -5.8 | 18.4
Fc1ccc(NC(=S)NCCN2CCOCC2)cc1 | -1.2 | -17.3 | 10.3 | -9.2 | 12.0 | -1.8 | 10.2 | -8.5
O=C(O)/C=C/C(=O)NNc1ccc([N+](=O)[O-])cc1 | 69.3* | 9.4 | -8.1 | 1.2 | 15.1 | -10.3 | 81.7* | -13.5
O=C(NC1CCCCC1)C1CCN(S(=O)(=O)c2cccc3nonc23)CC1 | 3.8 | 5.5 | 0.1 | -5.6 | -0.9 | -5.5 | 0.8 | -1.8
CCC/C(=N\NC(=O)CNC(=O)/C=C/c1ccco1)c1ccccc1 | 2.6 | 32.9 | -26.7 | -6.0 | -53.5 | -7.8 | 4.8 | -3.1
O=C(CSc1nnnn1-c1ccccc1)c1ccc(O)cc1O | -2.8 | -8.4 | 6.7 | -2.6 | 2.7 | -15.8 | 7.0 | -0.9
N#Cc1ccc(C(=O)NC23CC4CC(CC(C4)C2)C3)cc1 | 0.9 | -2.3 | 7.8 | 2.1 | -27.8 | -2.2 | -2.5 | -0.1
Cc1ccc(NC(=S)Nc2ccc(S(=O)(=O)Nc3ncccn3)cc2)c(C)c1 | -0.3 | -1.4 | -5.7 | 3.6 | 49.9* | 12.5 | 4.3 | -2.5
Cc1cccc(NC(=O)CSCC(=O)N(C)CCOc2ccc(Cl)cc2)c1 | -4.7 | -6.7 | 19.0 | 11.1 | 3.9 | 4.7 | 5.8 | -0.1
O=C1CN(C(=O)COC(=O)CCC(=O)c2ccc3c(c2)OCCO3)c2ccccc2N1 | 0.9 | 3.9 | -9.3 | 0.3 | 6.5 | 6.0 | -2.9 | -1.1
CCC(=O)Nc1ccc2c(c1)nc(CCNC(=O)c1ccco1)n2C | 2.2 | -6.8 | 1.0 | 6.3 | 18.3 | 2.6 | 0.9 | -1.8
Cc1cccc(C(=O)n2c(=S)nc3ccccn32)c1 | 46.3 | -132.3 | 10.4 | -102.8 | -336.7 | -0.3 | 90.4* | -0.3
COCCOC(=O)c1c(C)n(C)c2ccc(OC(=O)c3ccco3)cc12 | -9.6 | -4.4 | -5.3 | -3.6 | -5.1 | 3.8 | -12.5 | -4.0
O=C(CC(c1ccccc1)c1cc(Br)ccc1O)NCc1ccco1 (configuration not stated) | -3.2 | -2.1 | 14.1 | 1.6 | -0.9 | -0.6 | 3.9 | -0.4
Cc1ccc(NC(=S)NNC(=S)Nc2cccc(C(F)(F)F)c2)cc1 | -13.0 | -0.8 | 7.2 | -1.7 | -14.3 | -19.1 | 9.2 | -15.8
CC1(c2nnc(-c3cccc(Cl)c3)o2)CC(c2cccnc2)=NO1 (configuration not stated) | -4.7 | 4.5 | 4.7 | -17.3 | -11.3 | -7.4 | -4.0 | -3.8
CC1CCCC(C)N1C(=O)c1ccc(CS(=O)(=O)c2ccccc2)cc1 (configuration not stated) | -1.4 | 16.4 | 4.8 | -3.0 | 23.7 | 4.2 | 2.0 | -0.1
Cc1ccc(NC(=O)Nc2ccc3c(c2)nnn3C)cc1C | -5.9 | -46.1 | -3.6 | -14.6 | -42.3 | 4.0 | 6.3 | -3.4
SMILES | SENP8 inh | Jurkat NFkB inh | Apaf1 inhib | Gli-Sufu block | 697 NFkB inh | UBC13 inh | SENP7 block | HKDC1 inhibitor
CC1(C)CC[C@@]23CC[C@]4(C)[C@@](OC2=O)(C3C1)[C@H]1O[C@H]1C1[C@@]2(C)CC[C@H](O)C(C)(C)C2CC[C@]14C (some centres not stated) | -9.7 | 11.8 | 5.9 | -1.4 | 20.9 | -9.4 | 11.8 | -2.0
COc1ccccc1NC(=O)C(=O)c1cn(CC(=O)N2CCCC2)c2ccccc12 | 16.0 | -40.8 | 18.5 | -56.9 | -66.8 | -8.0 | 37.6 | 6.7
CCc1ccc2c(c1)cc(CN(C(=S)Nc1ccccc1C)C1CC1)c1nnnn12 | 0.5 | -2.6 | -1.8 | 9.2 | 10.6 | 4.5 | -7.6 | 2.9
COc1cccc(-c2c(C(=O)N/N=C/c3ccsc3)nnn2-c2nonc2N)c1 | -2.6 | -9.5 | 18.2 | -15.5 | -18.6 | -3.8 | -4.5 | -0.9
CC1CC(C)CN(C(=O)C(C)N(C)CC(=O)Nc2ccccc2Cl)C1 (configuration not stated) | -9.1 | 6.5 | 1.9 | -1.8 | -2.6 | -11.3 | -10.8 | -4.2
COCC1CCN(Cc2cn(Cc3ccccc3)nc2-c2cc3ccccc3o2)CC1 | -13.0 | 2.0 | -8.3 | 0.1 | -18.9 | -2.1 | -7.0 | -1.2
CC1(C)C=Cc2c(ccc3c2OC[C@H](c2ccc(O)cc2O)C3)O1 | -8.3 | -55.0 | 9.7 | -39.2 | -52.4 | 23.4 | 6.5 | 2.5
CN1C(=O)CSc2ccc(NC(=O)Nc3ccccn3)cc21 | -5.7 | -11.7 | 0.4 | -3.1 | -160.0 | -1.9 | -0.4 | -9.1
COc1ccc(Nc2nnc(C)c(=O)[nH]2)c(OC)c1 | -3.4 | 3.5 | -15.0 | 3.8 | 17.2 | 9.8 | 2.6 | 0.8
Nc1nnc(SCC(=O)Nc2cccnc2Cl)s1 | -21.1 | -5.5 | 6.2 | -6.2 | -3.1 | -5.6 | -15.5 | 1.0
O=C(Cc1cccs1)NCCc1ccc(F)cc1 | 1.8 | 0.6 | -11.8 | -12.9 | 5.7 | 1.1 | 0.7 | -1.9
COc1ccc(CNC(=O)COC(=O)c2ccc3c(c2)OCCO3)cc1 | 3.2 | 11.1 | -3.8 | 0.6 | 9.1 | 4.2 | 2.2 | -4.2
O=C(CNS(=O)(=O)c1ccccc1)OCC(=O)c1ccc(Br)cc1 | -0.5 | 6.8 | 5.7 | 12.1 | 3.7 | -1.8 | -3.3 | -1.4
N#CCCn1cnc2c(=S)nc[nH]c21 | -2.8 | -7.1 | -8.1 | -0.5 | 9.0 | 2.9 | 11.7 | -9.0
O=C(COC(=O)c1cccc(S(=O)(=O)N2CCOCC2)c1)c1ccccc1 | 3.3 | -12.1 | 8.6 | 11.0 | -3.4 | 3.5 | 4.6 | 5.0
CC(C)N(Cc1ccccc1)C(=S)Nc1cccnc1 | -0.8 | 1.2 | -25.0 | 4.5 | 1.8 | 0.3 | 2.1 | -0.2
CCSc1ncc(Cl)c(C(=O)Nc2ccc(S(N)(=O)=O)cc2)n1 | -10.9 | -20.4 | 4.7 | 3.8 | -2.1 | -4.2 | -9.8 | -0.5
Cc1cc(C)n(C(=O)c2cc3ccccc3c(=O)o2)n1 | -1.6 | 3.5 | -4.1 | 7.0 | 5.1 | 3.4 | -0.8 | -11.9
COc1ccc(CNC(=O)c2cc(S(=O)(=O)N3CCOCC3)cn2C)cc1 | -9.6 | 0.8 | 10.7 | -3.0 | 15.0 | -1.6 | -15.3 | -0.7
CCC1Nc2ncnc(N3CCOCC3)c2N(Cc2ccc(Cl)cc2)C1=O (configuration not stated) | 8.7 | 7.4 | 8.1 | 2.5 | 8.6 | 9.4 | 4.6 | -1.4
CSC1=NS(=O)(=O)c2c(C)nn(C)c2S1 | 3.9 | 12.4 | -11.9 | 7.0 | 3.3 | 1.3 | 3.3 | -7.5
CCOc1ccc2nc(NC(=O)C(CC)Sc3nc(C)cc(=O)[nH]3)sc2c1 (configuration not stated) | 14.0 | -19.1 | 5.1 | -52.5 | -26.6 | -14.4 | 0.1 | 1.2
O=C(Cn1c(-c2cscn2)nc2ccccc21)Nc1ccc2ccccc2c1 | -10.7 | -15.7 | 21.9 | -4.1 | -13.4 | -6.1 | -9.1 | -6.6
CCOC(=O)/C=c1\s/c(=C(\C#N)C(=O)OCC)n(-c2ccccc2)c1=O | -3.1 | 4.8 | -4.5 | 3.0 | 11.9 | 5.5 | -1.7 | 6.1
c1ccc2[nH]c(SCCN3CCOCC3)nc2c1 | -4.4 | -9.1 | -17.9 | 8.7 | -3.9 | 3.9 | 5.5 | -6.9
SMILES | SENP8 inh | Jurkat NFkB inh | Apaf1 inhib | Gli-Sufu block | 697 NFkB inh | UBC13 inh | SENP7 block | HKDC1 inhibitor
CCN(c1ccccc1)S(=O)(=O)c1ccc(C(=O)NCC2(N(C)C)CCCCC2)cc1 | 7.1 | -9.2 | -5.4 | 6.2 | 2.5 | 12.9 | 4.0 | -2.3
CCCOC(=O)c1cc2ccccc2oc1=O | -14.5 | -8.9 | -21.0 | -1.3 | -8.2 | -8.7 | 1.1 | 4.1
CCOc1ccccc1N(CC(=O)Nc1cc(OC)ccc1OC)S(C)(=O)=O | -11.1 | -16.0 | 4.4 | -9.5 | 12.5 | -0.5 | -7.9 | -19.6
CCCc1ccc2oc(C(=O)N3CCC(C(N)=O)(N4CCCCC4)CC3)c(C)c2c1 | 1.9 | 7.9 | 30.2 | 24.7 | -60.3 | 10.4 | 0.1 | -1.2
O=C(/C=C/c1ccccc1)C1=C(O)C(=O)N(CCO)C1c1ccccc1[N+](=O)[O-] (configuration not stated) | 2.0 | -5.5 | 7.0 | 31.8 | -17.1 | -48.4 | 4.6 | 6.2
CCN(CC)C(=O)CSc1nnc(SCc2ccc(Cl)cc2)s1 | -7.1 | -15.0 | 10.9 | -3.8 | -4.9 | 0.1 | -5.6 | -2.7
COc1cc(NC(=O)c2c(-c3ccccc3Cl)noc2C)c2ncccc2c1 | -6.8 | -6.2 | -9.9 | 9.2 | 4.6 | 7.9 | -7.7 | -0.9

Compound activity from PubChem.
